# Screening results: PubChem BioAssay, National Center for Advancing Translational Sciences (NCATS)
# TRPV1 agonist: agonists of human vanilloid receptor 1 (TRPV1); Q8NER1; TRPV1-expressing cells, Fluo-8 calcium influx, agonist mode; activation, % at 8.33 µM; actives 0.19% (n = 320,000); AID 540275; in the data active means activation above about 80%; inconclusive means between about 30% and that limit; further: 0% is about no effect
#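 Cells expressing TRPV1 were dye-loaded with Fluo-8 and read kinetically: 10 s baseline, 3 min after compound (agonist portion), then 2 min after EC20 capsaicin (allosteric enhancer portion). Calcium-bound dye fluorescence at 480/520 nm.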
# Rab9 promoter act: activates the Rab9 promoter; Huh7 Rab9 promoter-luciferase reporter, luminescence, 24 h; Potency, µM (titrated, usually from 9.22 µM), for inactives: at the highest dose activation, negative = inhibition, actives largely listed as activators; actives 2.8% (n = 320,000); AID 485297; further: potency means the concentration at half of the fitted maximal effect; % of control where 0% means no effect; nearly all actives have a fitted effect of over 60% in size
#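 Huh7 cells stably carrying a Rab9 promoter-luciferase reporter, 1500 cells per well in OP-MEM I with 10% FBS, treated with compound 24 hours at 37C. Luciferase activity read by luminescence after 10 minutes with Amplite reagent.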
# RORg inh: ROR gamma (mouse) transcription inhibition. Potency, µM (highest dose often 53.6 µM), inactives show top-dose activity change, negative = inhibition, usual class: inhibitors. actives 5.4% (n = 310,000). Drosophila S2 Gal4-RORgamma UAS-luciferase reporter, 20 h. P51450; further: potency means the concentration at half of the fitted maximal effect; on the % scale 0 is the no-effect control and ±100 the full control effect; nearly all actives have a fitted effect of over 60% in size
#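 In this cell-based reporter format, copper sulfate (700 uM final) drives Gal4–ROR gamma fusion expression from a metallothionein promoter in Drosophila Schneider cells; compounds preincubated 1 hr, reporter read after 20 hr at ambient temperature.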
# ELG1 DNA repair: blocks ELG1-dependent DNA repair in HEK293T cells. HEK293T ELG1-luciferase reporter, luminescence, 16 h; DNA damage induced by 5-fluorouridine. Potency, µM (highest dose often 46.1 µM), inactives show top-dose activity change, negative = inhibition, usual class: inhibitors. actives 2.3% (n = 330,000). AID 504467; further: potency means the concentration at half of the fitted maximal effect; on the % scale 0 is the no-effect control and ±100 the full control effect; nearly all actives have a fitted effect of over 55% in size
#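 Reporter activity after DNA damage by 5-fluorouridine is monitored. Compound-treated cells incubate 16 hr at 37 °C, then ONE-Glo is added for 30 min before luminescence reading.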
# Tb PFK block: T. brucei PFK enzyme inhibition | Potency, µM (highest dose often 57.5 µM), for inactives: top-dose activity, negative = inhibition, actives largely listed as inhibitors | O15648 | T. brucei PFK, ADP-Glo luminescence | AID 485367 | actives 0.17% (n = 330,000);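 further: potency means the concentration at half of the fitted maximal effect; 0% = uninhibited 1x PFK enzyme wells and -100% = no-enzyme wells; nearly all actives have a fitted effect of over 60% in size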
#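 PFK 1.25 nM, F6P 0.5 mM, ATP 0.1 mM, 0.1 M TEA pH 8.0, 5 mM MgCl2, 0.01% Tween20, 0.1% BSA; 45 min RT. ADP-Glo readout. qHTS titration up to 57 uM; curves fitted, compounds curve-classed.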
# ELG1 genotox: inducers of genotoxicity in HEK293T ELG1-luciferase cells. HEK293T ELG1-luciferase reporter, luminescence, 16 h. Potency, µM (highest dose often 46 µM), for inactives: at the top dose activity change, positive = activation, hits mostly activators. actives 1.3% (n = 330,000). AID 504466; further: potency means the concentration at half of the fitted maximal effect; % of control where 0% means no effect; nearly all actives have a fitted effect of over 60% in size
#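 16 hr compound incubation (37 °C, 5% CO2) of HEK293T cells carrying luciferase-tagged ELG1; luciferase then measured by ONE-Glo luminescence after 30 min at RT.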
# VP16 counter: inhibits Gal4-VP16 luciferase reporter, ROR gamma counter-screen; Drosophila S2 Gal4-VP16 UAS-luciferase, luminescence, 20 h; Potency, µM (series often up to 53.6 µM), inactives show at the highest dose activity, negative = inhibition, most hits filed as inhibitors; actives 3.5% (n = 310,000);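 further: Gal4-VP16 expression switched on by copper sulfate through the metallothionein promoter; potency means the concentration at half of the fitted maximal effect; on the % scale 0 is the no-effect control and ±100 the full control effect; nearly all actives have a fitted effect of over 50% in size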
# BRCA1 expr up: increases BRCA1 expression | MCF7-BRCA1-FFLuc reporter, luminescence, 48 h; response scale: scaled: vehicle 0%, 10 µM genistein 100% | Potency, µM (titrated, usually from 46.1 µM), inactives show at the top dose activation, most hits filed as activators | actives 1.1% (n = 380,000); further: potency means the concentration at half of the fitted maximal effect; nearly all actives have a fitted effect of over 80% in size; some results filed as inactive show a strong effect at the top dose
#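 MCF7-BRCA1-FFLuc cells, 2000/well in phenol-red-free MEM, attached 2 h then treated 48 h at 37 C. Luciferase luminescence read 15 min after reagent; normalized to genistein maximum activation (10microM) and DMSO, concentration-response fitted.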
# FLuc counter: counter-screen for miR-21 project: firefly luciferase inhibitors or activators; purified FLuc, Km substrates, luminescence inhibition; actives 6.9% (n = 360,000); P08659; Potency, µM (top dose mostly 57.5 µM), for the others: top-dose activity change, negative = inhibition, usual class: inhibitors;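 further: potency means the concentration at half of the fitted maximal effect; plate controls were vehicle for no effect and reference inhibitor for full effect; nearly all actives have a fitted effect of over 55% in size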
# Target sequence (P08659 whole entry, looked up): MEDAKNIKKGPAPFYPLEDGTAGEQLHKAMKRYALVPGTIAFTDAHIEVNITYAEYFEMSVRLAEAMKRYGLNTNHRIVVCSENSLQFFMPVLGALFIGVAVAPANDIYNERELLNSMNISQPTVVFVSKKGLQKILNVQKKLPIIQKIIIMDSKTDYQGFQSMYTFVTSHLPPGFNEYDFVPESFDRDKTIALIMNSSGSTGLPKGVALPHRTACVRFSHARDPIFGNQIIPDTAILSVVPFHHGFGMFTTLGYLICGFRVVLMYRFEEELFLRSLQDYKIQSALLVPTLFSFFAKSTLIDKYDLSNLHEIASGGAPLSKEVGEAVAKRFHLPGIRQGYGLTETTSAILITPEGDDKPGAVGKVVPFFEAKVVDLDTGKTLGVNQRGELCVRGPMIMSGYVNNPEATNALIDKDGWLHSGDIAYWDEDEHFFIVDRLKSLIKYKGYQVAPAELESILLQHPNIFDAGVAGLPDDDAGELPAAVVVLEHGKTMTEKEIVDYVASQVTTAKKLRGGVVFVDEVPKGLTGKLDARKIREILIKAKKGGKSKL
#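 Biochemical qHTS of compounds, final roughly 60 µM downward over six points, against 10 nM purified firefly luciferase using Km concentrations of substrates (10 uM D-luciferin, 10 uM ATP) in Tris acetate pH 7.5 buffer; luminescence output.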
# NPC1 promoter act: NPC1 promoter activation | Huh7 NPC1 promoter luciferase reporter, 24 h | actives 2.4% (n = 320,000) | Potency, µM (doses to about 9.22 µM), inactives show top-dose activation, usual class: activators;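 further: potency means the concentration at half of the fitted maximal effect; % of control where 0% means no effect; nearly all actives have a fitted effect of over 60% in size; reporter is driven by a mutant NPC1 promoter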
#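 Compounds in DMSO were transferred onto Huh7 NPC1-luciferase reporter cells pre-incubated 2 h; after 24 h at 37 °C, Amplite reagent was dispensed and luminescence recorded 10 min later.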
# p53 reactivator: mutant p53 re-activation in reporter cells; H1299 p53-A138V BP100-luciferase reporter, luminescence, 24 h; Potency, µM (doses to about 92.2 µM), for the others: top-dose activity change, positive = activation, usual class: activators; actives 0.063% (n = 320,000); further: potency means the concentration at half of the fitted maximal effect; % of control where 0% means no effect; nearly all actives have a fitted effect of over 45% in size
#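 p53-null H1299 cells stably carrying temperature-sensitive p53-A138V and a BP100-luciferase reporter were pinned with compounds (4-point, 1:5 series) and held 24 hrs at 37 deg C. Luminescence was read 10 min after detection reagent.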
# Starred values were filed as active, the others as inactive; ? = inconclusive; · = not tested or not shown; & = joins results of further samples; [ ] = dose if it differs, or a comment. Unless noted, the call rests on the fitted dose curve; in most records, active means well fitted curve in the direction sought with a large enough effect; inconclusive means small, poorly fitted or top-dose-only effect, or another doubt; inactive means no such curve, though single readings can be large; an effect the other way counts as inactive or inconclusive.
SMILES,TRPV1 agonist,Rab9 promoter act,RORg inh,ELG1 DNA repair,Tb PFK block,ELG1 genotox,VP16 counter,BRCA1 expr up,FLuc counter,NPC1 promoter act,p53 reactivator
CCOc1ccc(NS(=O)(=O)c2ccc(C(=O)NC3CCN(Cc4ccccc4)CC3)cc2)cc1,0.0,2.1%,·,-23.0%,12.6%,?,·,-24.0%,?,0.3%,-4.1%
c1nnc(NC2=NCCCCC2)s1,-3.4,2.6%,31.9%,0.0%,-0.3%,18.9%,9.0%[0.365 µM],67.0%,-14.8%,9.7%,?
Cc1ccc(C)c(SCC(=O)OCC(=O)c2ccco2)c1,21.3,-4.2%,1.7%,10.2%,-4.9%,0.5%,2.6%,4.5%,-3.9%,-8.5%,11.7%
CC(C)Oc1ncnc2c1[nH]c1ccccc12,·,-15.6%,-26.6%,?,0.7%,-2.0%,?,60.2%,15.1µM*,-8.9%,7.3%
O=C(NC(=S)NCCc1ccccc1)c1ccccc1F,?,?,17.8µM*,?,-1.5%,?,?,38.4%,?,22.4%,?
CCOC(=O)c1cc(-c2ccccc2)sc1NC(=O)CN1C(=O)NC(CC)(c2ccc(F)cc2)C1=O (configuration not stated),2.8,-4.1%,-23.7%,-23.0%,-1.3%,-7.8%,1.5%,-20.2%,-0.6%,0.9%,-9.2%
Cc1ccc(NC(=O)CCn2cccc2)cc1,20.7,7.7%,42.6%,?,4.2%,?,13.0%,45.7%,-1.4%,2.6%,8.6%
COc1ccc(Nc2nccc3c2nnn3C)cc1,-0.3,2.24µM*,-31.1%,?,-3.1%,5.8µM*,-4.5%,95.8%,10.7µM*,1.26µM*,10.3%
CC1CCN(c2c(NCC3CCC(C(=O)NCCc4ccc(Cl)cc4)CC3)c(=O)c2=O)CC1 (configuration not stated),19.5,-8.1%,24.0%,?,1.2%,-10.2%,-5.7%,0.0%,2.2%,-5.1%,2.4%
CCc1nn2c(N)c(/C=C3\C=Nc4ccccc43)c(=O)nc2s1,-1.0&3.1,-2.8%&-6.2%,25.4%&33.8%,-12.6%&-10.2%,?,4.7%&1.6%,-4.1%&0.1%,13.5%&27.4%,-15.7%&-2.2%,-6.0%&-2.9%,3.1%&-1.1%
Cc1ccc(-c2noc(C3CCCN(C(=O)c4cccc(Cl)c4)C3)n2)o1 (configuration not stated),-2.8,3.55µM*,-1.4%,?,-4.4%,5.7%,4.0%,?,?,?,?
COc1ccc(-c2c(-c3ccc(O)cc3O)n[nH]c2C)cc1OC,-5.8,-1.3%,-29.0%,?,1.2%,4.1%,1.0%,-98.1%[inhibitor],3.7%,-2.9%,-8.2%
Cc1ccc(CN(Cc2ccco2)C(=O)c2ccco2)cc1,16.5,-0.9%,0.2%,15.0%,1.2%,0.2%,3.0%,9.4%,2.7%,1.7%,-2.1%
O=C(CNC(=O)c1ccco1)NCc1ccc2c(c1)OCO2,·,·,·,?,8.6%,0.0%,·,-10.4%,·,·,13.1%
CCn1c(SCC(=O)Nc2cc(C)on2)nc2c(c1=O)SC(C)C2 (configuration not stated),-0.3,-4.5%,3.0%[0.365 µM],-5.9%,-4.3%,0.1%,·,-6.0%,2.0%,-1.9%,-8.4%
N#CC(Sc1ccccn1)c1ccc(Cl)cc1Cl (configuration not stated),0.3,1.0%,1.5%,0.0%,-9.7%,-8.7%,8.0%,-58.9%,?,-4.2%,8.0%
COc1ccccc1CN1CCN(Cc2cc(OC)c(OC)cc2OC)CC1,-2.5,0.9%,·,2.2%,-18.7%,-9.9%,·,3.5%,9.7%,-0.7%,·

# Ordered by length of the SMILES (descending): part of the list above.
SMILES,TRPV1 agonist,Rab9 promoter act,RORg inh,ELG1 DNA repair,Tb PFK block,ELG1 genotox,VP16 counter,BRCA1 expr up,FLuc counter,NPC1 promoter act,p53 reactivator
CCOC(=O)c1cc(-c2ccccc2)sc1NC(=O)CN1C(=O)NC(CC)(c2ccc(F)cc2)C1=O (configuration not stated),2.8,-4.1%,-23.7%,-23.0%,-1.3%,-7.8%,1.5%,-20.2%,-0.6%,0.9%,-9.2%
CCOc1ccc(NS(=O)(=O)c2ccc(C(=O)NC3CCN(Cc4ccccc4)CC3)cc2)cc1,0.0,2.1%,·,-23.0%,12.6%,?,·,-24.0%,?,0.3%,-4.1%
Cc1ccc(-c2noc(C3CCCN(C(=O)c4cccc(Cl)c4)C3)n2)o1 (configuration not stated),-2.8,3.55µM*,-1.4%,?,-4.4%,5.7%,4.0%,?,?,?,?
CCc1nn2c(N)c(/C=C3\C=Nc4ccccc43)c(=O)nc2s1,-1.0&3.1,-2.8%&-6.2%,25.4%&33.8%,-12.6%&-10.2%,?,4.7%&1.6%,-4.1%&0.1%,13.5%&27.4%,-15.7%&-2.2%,-6.0%&-2.9%,3.1%&-1.1%
COc1ccc(-c2c(-c3ccc(O)cc3O)n[nH]c2C)cc1OC,-5.8,-1.3%,-29.0%,?,1.2%,4.1%,1.0%,-98.1%[inhibitor],3.7%,-2.9%,-8.2%
COc1ccccc1CN1CCN(Cc2cc(OC)c(OC)cc2OC)CC1,-2.5,0.9%,·,2.2%,-18.7%,-9.9%,·,3.5%,9.7%,-0.7%,·
O=C(CNC(=O)c1ccco1)NCc1ccc2c(c1)OCO2,·,·,·,?,8.6%,0.0%,·,-10.4%,·,·,13.1%
Cc1ccc(C)c(SCC(=O)OCC(=O)c2ccco2)c1,21.3,-4.2%,1.7%,10.2%,-4.9%,0.5%,2.6%,4.5%,-3.9%,-8.5%,11.7%
CC(C)Oc1ncnc2c1[nH]c1ccccc12,·,-15.6%,-26.6%,?,0.7%,-2.0%,?,60.2%,15.1µM*,-8.9%,7.3%
c1nnc(NC2=NCCCCC2)s1,-3.4,2.6%,31.9%,0.0%,-0.3%,18.9%,9.0%[0.365 µM],67.0%,-14.8%,9.7%,?
